Dyrk1A ADPGlo = blocks rat Dyrk1A kinase activity. inhibition, % at 12.5 µM. 0.43% of 310,000 active. Q63470. ADP-Glo luminescence, NFATc1 peptide; in the data active = inhibition above about 50%;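 also: plate controls were vehicle with enzyme for no effect and no enzyme for full effect; many of its hits are not listed in these tables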
IEC-6 tox = IEC-6 cytotoxicity, counter-screen for KLF5 inhibitors; 0.78% of 290,000 active; luminescence viability; inhibition, % at 5 µM; AID 1825; in the data active = inhibition above about 22%;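 also: 0% = plate median of test compound wells and 100% = cytotoxic reference compound wells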
HSF-1 act = increases HSF-1 driven luciferase reporter signal; NIH3T3-HGL HSF-1 luciferase reporter, MG132, 8 h; 100% = twice DMSO control signal; activation, % at 9 µM; 1.7% of 300,000 active;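 active = mean replicate activation of at least 50% with a set share of replicates each reaching 50%; inconclusive = only one of those two conditions met; inactive = mean below 50% and too few replicates reaching it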;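 also: 0% = median of the neutral control wells and 100% = twice that signal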
GSK3beta inhib = blocks human GSK3beta kinase activity; GST-GSK3beta kinase, ADP-Glo luminescence, 60 min; hits give low values; AID 2097; activity score (negative = inhibition), % at 10 µM; 0.038% of 300,000 active; P49841;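 active = more than half of replicate wells score below -50%, meaning over 50% inhibition versus plate controls; inconclusive = some replicates but at most half score below -50%; inactive = no replicate scores below -50%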;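 also: 0% = median DMSO wells and -100% = median GW8510 positive control wells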
Target sequence (P49841 whole entry, looked up): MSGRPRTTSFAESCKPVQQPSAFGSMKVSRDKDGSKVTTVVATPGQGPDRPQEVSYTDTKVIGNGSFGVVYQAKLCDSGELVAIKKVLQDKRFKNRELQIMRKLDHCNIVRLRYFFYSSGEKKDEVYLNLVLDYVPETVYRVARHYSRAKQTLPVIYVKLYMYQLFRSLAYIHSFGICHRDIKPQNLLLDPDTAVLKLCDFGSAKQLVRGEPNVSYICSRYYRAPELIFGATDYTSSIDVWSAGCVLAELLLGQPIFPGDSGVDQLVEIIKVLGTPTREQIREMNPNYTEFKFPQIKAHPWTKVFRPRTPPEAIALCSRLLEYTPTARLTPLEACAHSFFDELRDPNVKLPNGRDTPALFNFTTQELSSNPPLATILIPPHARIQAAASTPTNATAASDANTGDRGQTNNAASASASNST
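Assay system: GST-tagged human GSK3beta kinase, cell-free; Input: 1.6 ng GSK3beta; Medium: Tris/MgCl2 kinase buffer; Timing: 60 min enzyme reaction, room temperature; Signal: ADP-Glo luminescence quantifying ADP generated by kinase; Evaluation: score relative to plate controls; Benchmarks: DMSO neutral wells and GW8510 at 20 µM as positive.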
aSyn UTR inh = 5' untranslated region of α-synuclein, MLPCN primary screen | alpha-synuclein 5'UTR reporter, inhibitor activity | inhibition, % (tested at 7.5 µM) | 0.82% of 300,000 active | AID 1813; in the data active = inhibition above about 60%; inconclusive = no clear call, values can overlap the other calls;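 also: H4 neuroglioblastoma cells stably carrying SNCA 5'UTR luciferase fusion; 0% = DMSO wells and 100% = positive control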
HSP90 inh = inhibitors of HSP90 luciferase refolding in rabbit reticulocyte lysate | luciferase refolding luminescence, 3 h | inhibition, % at 5.6 µM | 0.91% of 290,000 active;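 active = inhibition above the screen-wide mean plus 3 SD, computed separately per campaign, cut at about 16% in these data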;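 also: 0% = DMSO wells and 100% = 60 µM geldanamycin wells; inhibitors lower the luminescence because luciferase stays unfolded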
KLF5 inhibitor = suppresses KLF5 promoter-driven expression. DLD-1 KLF5 promoter-luciferase reporter, luminescence. inhibition, % at 5 µM. 0.23% of 290,000 active. AID 1700;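 active = inhibition above a per-plate limit of that plate's mean compound inhibition plus 3 SD, cut at about 60% in these data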;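 also: 0% = DMSO wells and 100% = LY294002 at 200 µM; higher means less KLF5 promoter-driven luciferase light; inactives centre near -14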
Platelet DG rel = platelet dense granule release activity | human platelet-rich plasma, SFLLRN dense granule ATP release, luminescence | inhibition, %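 (compounds screened at 7.5 µM in platelet-rich plasma)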 | 0.22% of 300,000 active | AID 1663;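 active = mean replicate score, as percent of positive control, at or above 50; inconclusive = mean below 50 but at least one replicate at or above 50; inactive = mean and every replicate below 50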
GSK3A inh = human GSK-3 alpha kinase inhibition; P49840; ADP-Glo luminescence, 60 min; inhibition, % at 10 µM; 0.1% of 320,000 active;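 in the data active = inhibition above about 50%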;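 also: GST-tagged GSK-3 alpha with peptide substrate and 25 µM ATP; 0% = DMSO neutral wells and 100% = GW8510 positive control wells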
Target sequence (P49840 whole entry, looked up): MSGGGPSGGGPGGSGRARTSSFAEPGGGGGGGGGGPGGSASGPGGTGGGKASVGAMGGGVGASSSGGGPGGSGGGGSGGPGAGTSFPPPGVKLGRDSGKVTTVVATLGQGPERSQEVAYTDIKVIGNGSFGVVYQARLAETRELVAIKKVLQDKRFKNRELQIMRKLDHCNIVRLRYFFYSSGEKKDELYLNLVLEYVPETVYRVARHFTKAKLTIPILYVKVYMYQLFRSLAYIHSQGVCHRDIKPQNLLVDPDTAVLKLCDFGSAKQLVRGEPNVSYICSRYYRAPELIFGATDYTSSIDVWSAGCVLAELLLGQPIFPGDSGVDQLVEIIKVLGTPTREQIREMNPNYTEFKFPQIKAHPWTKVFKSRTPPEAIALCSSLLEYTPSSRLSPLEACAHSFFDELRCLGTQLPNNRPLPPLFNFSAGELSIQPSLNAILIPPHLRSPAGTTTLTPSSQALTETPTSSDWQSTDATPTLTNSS
HSF1 inh = HSF1 inhibition; NIH3T3-HGL HSE-luciferase, MG132-induced, luminescence 8 h; hits give low values; activity change, negative = inhibition, % at 7.5 µM (by protocol); 0.77% of 300,000 active; AID 2098;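 active = more than half of replicate wells show activity change below -50%, luminescence cut by over half; inconclusive = some wells, but at most half, below -50%; inactive = no replicate well below -50%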;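 also: luciferase reports HSF-1 transcriptional activity via heat shock element; 0% = median of DMSO wells and -100% = zero luminescence signal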
Starred values were filed as active, the others as inactive; u = inconclusive; x = no result given. Some of the compounds tested, so the mix of outcomes need not match the whole.

SMILES	Dyrk1A ADPGlo	IEC-6 tox	HSF-1 act	GSK3beta inhib	aSyn UTR inh	HSP90 inh	KLF5 inhibitor	Platelet DG rel	GSK3A inh	HSF1 inh
COc1ccc(C(O)(CCC(C)C)C(CN2CCOCC2)c2ccc(Cl)cc2)cc1 (centres undefined)	-4	-3	2	0	34	-4	-9	-1	1	13
Cc1nc2sc(C(c3cccs3)N3CCN(Cc4ccccc4)CC3)c(O)n2n1 (centres undefined)	10	-6	10	2	5	0	-19	0	2	-3
CCOC(=O)c1cc(=O)cc(C(=O)OCC)o1	3	1	-14	0	4	-2	-33	0	-5	-7
COC(=O)c1scc(C)c1NC(=O)C(Cl)c1ccccc1 (centres undefined)	-4	4	-7	0	-24	5	4	15	-4	-5
CCOc1ccccc1C(=O)N/N=C/c1coc2ccc(Cl)cc2c1=O	1	6	x	1	x	-2	-6	x	x	x
Cc1c(/C=N\NC(=O)c2ccc([N+](=O)[O-])cc2)cnn1C	4	10	8	2	-3	-1	15	7	-2	-8
O=C1C(Cl)=C(NCC2CCCO2)C(=O)N1Cc1ccccc1 (centres undefined)	-1	0	21	3	-60	-3	-32	2	-2	-5
c1ccc(COn2c(-c3ccccc3)nc3c2CCc2nonc2-3)cc1	-1	-1	0	-2	14	2	7	3	-2	1
COc1cc(C(=O)NCC(=O)OCn2nnc3ccccc3c2=O)cc(OC)c1OC	0	6	13	-2	9	0	-20	8	-1	0
Oc1ccc2[nH]cnc2c1CN1CCCCC1	-7	-2	6	2	-12	-4	-21	2	2	-8
O=C(CSc1ncn[nH]1)N1N=C2/C(=C/c3ccccc3)CCCC2C1c1ccccc1 (centres undefined)	0	12	-18	-6	-7	0	-5	2	1	2
CC(C)(C)C(=O)NC(=S)Nc1cc(C(F)(F)F)ccc1N1CCOCC1	-5	5	-5	2	24	3	-8	-1	-1	-2
COc1ccc(C2SCC(=O)N2c2c(C)n(C)n(-c3ccccc3)c2=O)c(OC)c1 (centres undefined)	3	-4	-34	1	-22	-3	4	-2	-1	-19
COc1ccc(Br)cc1CNC(=O)Nc1cccs1	7	1	u	0	3	4	-4	-1	0	15
Cc1cc(C)nc(OC(=O)c2c(Cl)cc(Cl)cc2Cl)n1	1	-2	6	4	-28	2	-21	-2	2	-1
CC(C)OC(=O)NCCOC(=O)Nc1ccccc1Cl	-6	1	-12	2	11	1	-30	-4	-2	-5
CCOC(=O)CN(C(=O)CSc1nnc(CNc2ccc(C)cc2C)o1)c1ccccc1	6	3	-3	-1	-26	6	-43	8	-1	3
Cc1cc(Cl)ccc1NC(=O)COC(=O)c1cc([N+](=O)[O-])ccc1N1CCOCC1	13	x	12	2	17	x	x	5	0	1
O=C(Nc1ccc(NC(=O)C2CCCCC2)cn1)c1ccco1	-3	-3	26	0	58	22*	-121	11	0	8
Cc1ccc(NC(=O)CN(C)C(=O)c2sc3cc(Cl)ccc3c2Cl)cc1	9	x	-6	2	6	x	x	6	x	-2
CC(=O)Oc1ccc(OC(C)=O)c(SCCCCCCl)c1	x	1	-96	2	-60	1	-28	-3	x	-96*
O=C(NCc1ccc(F)cc1)C(=O)NCC1OCCCN1S(=O)(=O)c1cccs1 (centres undefined)	0	-2	-9	0	5	-5	-13	-31	-1	1
O=C(C[n+]1ccccc1)N/N=C/c1ccc(F)cc1	-3	-3	34	1	2	-2	11	-12	-1	-2
Cc1cn(C2C=CC(CO)O2)c(=O)[nH]c1=O (centres undefined)	-8	-5	-3	1	0	-3	4	-3	0	-1
Cc1ccc(Cn2c(C(C)Nc3nc(-c4ccc(F)cc4)cs3)nc3cc(C(=O)NCCCO)ccc32)cc1 (centres undefined)	1	x	5	-3	-15	x	x	-4	-1	4

(list continues)
SMILES	Dyrk1A ADPGlo	IEC-6 tox	HSF-1 act	GSK3beta inhib	aSyn UTR inh	HSP90 inh	KLF5 inhibitor	Platelet DG rel	GSK3A inh	HSF1 inh
CCCn1c(Nc2ccccc2)nc2ccccc21	-5	2	1	2	19	-3	-30	x	-2	-3
Cc1ccc(CCNC(=O)C2CCCN(S(=O)(=O)c3cccs3)C2)cc1 (centres undefined)	5	2	14	0	-1	2	-42	2	-3	8
Cc1c(C(=O)NC(C)CCc2ccccc2)cccc1[N+](=O)[O-] (centres undefined)	-6	3	-5	1	-3	3	3	0	-2	-4
COc1ccc(NC(C)C(=O)N/N=C/c2ccc([N+](=O)[O-])s2)cc1 (centres undefined)	-3	0	24	0	-19	1	-15	-1	0	8
O=C(Nc1ccc(N2CCOCC2)cc1)c1ccc(-c2ccccc2[N+](=O)[O-])o1	x	2	29	4	-107	1	-5	-10	-2	9
CCc1nnc(NS(=O)(=O)c2ccc(Nc3ccc4nonc4c3[N+](=O)[O-])cc2)s1	-1	-4	-2	2	20	-4	-10	0	6	-3
CC(C)(C)C(=O)Nc1sc2c(c1C#N)CCC2	-2	2	-7	2	-8	-3	4	4	2	-4
O=C(c1n[nH]c(=O)c2ccccc12)N1CCN(C2c3ccccc3-c3ccccc32)CC1	-4	4	4	-1	30	1	-8	7	6	15
CC(=O)Nc1ccc2c(c1)nc1n2CCN(C(C)c2ccccc2)C1 (centres undefined)	-3	-10	0	1	-1	-3	-18	2	1	7
N=c1c(C(=O)NC2CCCCC2)cc2c(=O)n3ccccc3nc2n1Cc1ccc(F)cc1	x	7	7	-4	32	2	12	-1	x	-1
C/C(=N\Nc1nc2ccccc2[nH]1)c1cc2ccccc2o1	43	10	30	0	-138	-3	-6	21	-1	6
OC(CN1C2=NCCN2c2ccccc21)c1ccccc1 (centres undefined)	3	-5	-7	0	-14	-1	-31	2	0	-7
CCOc1cccc(CN2CCC(n3nccc3NC(=O)c3ccc4c(c3)OCO4)CC2)c1	3	5	-5	-2	12	7	-16	8	-2	4
Cc1ccc(S(=O)(=O)N2CCN(C(=O)COC(=O)c3c(C)cc(C)cc3C)CC2)c(C)c1	-12	x	9	1	17	x	x	2	-1	3
CC(C)C(O)C1CCN(Cc2nc(-c3cccs3)no2)CC1 (centres undefined)	-1	1	17	2	-108	0	-56	17	1	19
COc1ccccc1CNC(=O)C1CC(c2ccc([N+](=O)[O-])cc2)=NO1 (centres undefined)	-1	-7	2	1	-7	-3	-24	11	-3	-1
COc1cc(S(=O)(=O)N2CCOCC2)ccc1NC(=O)COc1ccc(N(C)S(=O)(=O)c2ccc(C)cc2)cc1	-5	-8	-9	-1	-18	2	-48	-1	1	-16
CC(NC(=O)C(c1ccccc1)c1ccccc1)c1ccccc1 (centres undefined)	-3	x	13	1	27	x	x	-4	-2	3
COc1cc(CSc2nnnn2-c2ccc(C)cc2)cc(OC)c1OC	3	3	-3	2	15	0	-18	1	-1	3
CN(C)S(=O)(=O)c1ccc(Cl)c(NC(=O)CN2CCC(Cc3ccccc3)CC2)c1	-2	0	21	0	3	7	-3	-9	-1	-2
CSc1cccc(NCc2ccc([N+](=O)[O-])cc2)c1	-2	-1	-15	0	-63	-1	-4	-4	-1	7
CC(C)C(c1nnnn1Cc1ccc(F)cc1)N1CCN(c2ccc(O)cc2)CC1 (centres undefined)	-4	-2	30	-2	-3	-2	8	8	-1	5
Cn1nc(C(C)(C)C)cc1C(=O)Sc1cccc(Br)c1	12	-1	27	-1	16	3	2	25	-2	18
COc1cc(C(=O)NCCOc2cccc3cccnc23)cc(OC)c1OC	-10	17	1	x	14	3	-7	11	1	-4
C=CCN1C(=O)C(CC(=O)Nc2ccccc2)SC1=Nc1c(C)n(C)n(-c2ccccc2)c1=O (centres undefined)	1	2	-20	3	15	-2	-2	1	1	-14

The results go on:
SMILES	Dyrk1A ADPGlo	IEC-6 tox	HSF-1 act	GSK3beta inhib	aSyn UTR inh	HSP90 inh	KLF5 inhibitor	Platelet DG rel	GSK3A inh	HSF1 inh
C[C@]12CCC(=O)C=C1[C@H](O)C[C@@H]1[C@@H]2[C@@H](O)C[C@@]2(C)[C@H]1CC[C@]2(O)C(=O)CO	6	1	-14	-1	-36	-2	-14	-4	3	-9
COc1ccc(-c2[nH]c(-c3ccc(C)cc3)nc2SCC(=O)Nc2nccs2)cc1	-6	8	9	3	0	1	-31	1	-1	0
Cc1cc(C)n(-c2ccc(C(C)C)cc2)c(=O)c1C#N	-4	4	-12	-4	26	-2	-20	-2	-1	-1
Cc1nnsc1C(=O)N1CCN(c2cc(C(F)(F)F)ccn2)CC1	x	0	-7	4	1	1	-16	1	5	-9
CCOC(=O)C1(Cc2cccc(OC)c2)CCN(C(C)CC(C)(C)O)CC1 (centres undefined)	16	-3	x	0	x	-2	-29	-6	-3	x
N=C1/C(=C/c2ccc(Br)o2)C(=O)N=C2SC(CC(=O)N3CCCC3)=NN12	-4	-6	0	-1	6	-1	-14	0	-4	-2
COc1cc(CNc2ccc3[nH]c(=O)[nH]c3c2)ccc1OCc1ccc(F)cc1	-2	2	41	-3	-91	-5	-47	-3	0	21
Cn1cccc1/C=N/n1c(-c2ccc(Cl)cc2)n[nH]c1=S	5	-1	6	-2	3	-1	-39	-11	-1	5
c1ccc(-c2noc(-c3cccs3)n2)nc1	-6	5	-3	-4	20	21*	-113	14	-5	5
